Source: PubChem BioAssay
HTR1A agonist: activates the human 5-HT1a serotonin receptor; actives 0.56% (n = 65,000); activation, % at 10 µM; P08908; CHO 5-HT1a Ga15 NFAT-bla reporter, FRET ratio; 0% basal, 100% maximal reference agonist;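 active means activation above the screen-wide mean activation plus 3 SD, cut at about 19% in these data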;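 further: 0% = DMSO wells and 100% = 5-CT at EC100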
Target sequence (P08908 whole entry, looked up): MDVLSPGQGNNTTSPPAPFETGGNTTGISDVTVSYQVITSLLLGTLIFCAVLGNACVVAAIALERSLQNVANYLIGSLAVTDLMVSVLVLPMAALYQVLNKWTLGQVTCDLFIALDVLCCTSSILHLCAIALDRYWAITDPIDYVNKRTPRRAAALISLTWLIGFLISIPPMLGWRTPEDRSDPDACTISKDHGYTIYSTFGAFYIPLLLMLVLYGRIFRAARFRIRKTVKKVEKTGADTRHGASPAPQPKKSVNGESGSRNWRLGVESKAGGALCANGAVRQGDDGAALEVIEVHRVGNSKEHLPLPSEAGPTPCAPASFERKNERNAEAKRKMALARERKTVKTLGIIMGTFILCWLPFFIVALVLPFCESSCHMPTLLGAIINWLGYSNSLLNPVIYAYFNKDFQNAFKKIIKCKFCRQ
CatL inh: blocks human cathepsin L protease activity. P07711. purified cathepsin L, fluorogenic substrate, fluorescence. inhibition, %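 (tested at 10 µM)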. actives 0.17% (n = 58,000). AID 460; in the data active means inhibition above about 45%;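 further: 0% = enzyme with no compound and 100% = no enzyme blank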
Hsp90 block: displaces geldanamycin probe from tumor Hsp90 | P07900 | NCI-N417 lysate Hsp90, Cy3B-geldanamycin FP displacement | inhibition, % at 30 µM | actives 0.35% (n = 64,000) | AID 429;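 active means inhibition above 50%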;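 further: 0% = tracer plus lysate wells and 100% = tracer alone without lysate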
FXIIa inh mix: inhibitors of human coagulation factor XIIa, pooled mixtures. purified FXIIa, fluorogenic substrate. inhibition, % at 5 µM. actives 0.2% (n = 62,000);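 further: 0% = enzyme without compound and 100% = no enzyme blank; some results filed as inactive read as strong as hits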
C1s inh: blocks human complement C1s protease activity. P09871. purified C1s, fluorogenic AMC substrate, pooled mixtures. mean inhibition % of two 10-compound mixtures (active compounds read high), % at 5 µM (by protocol). actives 0.16% (n = 62,000);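 active means inhibition above 20% in each of the two 10-compound mixture wells holding the compound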;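 further: 0% = enzyme wells lacking compound mixture and 100% = no-enzyme blank wells; some compounds called inactive have numbers as strong as hits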
FXIa mix inh: factor XIa (human) inhibition, mixture screen; actives 0.19% (n = 62,000); inhibition, % at 5 µM; purified FXIa, fluorogenic substrate, pooled mixtures;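 further: each value is inhibition by a whole ten-compound pool holding the compound; 0% = enzyme with no mixture and 100% = wells lacking enzyme; strong numbers were not always called active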
MKP-1 inh: blocks human MKP-1 phosphatase activity; recombinant MKP-1, OMFP hydrolysis fluorescence; inhibition, %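 (compounds tested at a single concentration somewhere between 10 and 100 µM)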; actives 0.15% (n = 65,000);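 active means inhibition above about 50%, limit read from the data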;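 further: 0% = DMSO max control wells and 100% = wells with enzyme stopped by NaOH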
Cdc25B inh: human M-phase inducer phosphatase 2 inhibition. actives 0.1% (n = 65,000). recombinant Cdc25B, OMFP fluorescence Ex485/Em525. inhibition, %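 (compounds tested at 10 µM final in the well)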; in the data active means inhibition above about 50%
Target sequence (P30305 whole entry, looked up): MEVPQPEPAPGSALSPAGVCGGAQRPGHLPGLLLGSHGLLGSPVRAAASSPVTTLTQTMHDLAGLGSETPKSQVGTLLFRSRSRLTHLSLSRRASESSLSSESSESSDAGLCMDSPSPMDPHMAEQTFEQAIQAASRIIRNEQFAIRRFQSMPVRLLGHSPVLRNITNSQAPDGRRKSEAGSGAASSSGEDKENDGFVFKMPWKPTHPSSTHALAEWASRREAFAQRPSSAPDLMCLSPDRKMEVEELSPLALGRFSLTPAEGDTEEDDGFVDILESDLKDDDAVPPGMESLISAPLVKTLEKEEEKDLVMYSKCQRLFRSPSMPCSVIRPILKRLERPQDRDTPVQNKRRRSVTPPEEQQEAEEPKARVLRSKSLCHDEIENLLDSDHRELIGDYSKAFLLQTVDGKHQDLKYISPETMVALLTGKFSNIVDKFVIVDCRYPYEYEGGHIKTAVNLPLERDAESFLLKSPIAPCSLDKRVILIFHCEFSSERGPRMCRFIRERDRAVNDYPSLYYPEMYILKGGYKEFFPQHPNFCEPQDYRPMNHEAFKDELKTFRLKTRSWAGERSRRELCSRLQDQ
Cathepsin G inh: blocks human cathepsin G enzyme activity. actives 0.2% (n = 62,000). purified enzyme, AMC-tetrapeptide fluorescence, pooled mixtures. inhibition, % at 5 µM (by protocol);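 active means inhibition above 20% in each of the two mixture wells holding the compound; inactive means inhibition of 20% or less in either well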;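 further: 0% = enzyme control without mixture and 100% = blank lacking enzyme; strong numbers were not always called active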
* hit, by the source's call; · = not tested or not shown. Unless noted, no stated cut-off is given here; in the data, active means inhibition above about 20% (passing the limit was not always enough); inactive means the rest.

SMILES | HTR1A agonist | CatL inh | Hsp90 block | FXIIa inh mix | C1s inh | FXIa mix inh | MKP-1 inh | Cdc25B inh | Cathepsin G inh
Cc1ccc2[nH]c3c(N4CCN(Cc5ccccc5)CC4)ncnc3c2c1 | 2.0 | -66 | -5 | 0 | -43 | -11 | -22 | 6 | -3
CN(C)c1ccc(NC(=O)c2ccc(COc3cccc(Cl)c3)o2)cc1 | -2.5 | 11 | 12 | 8 | 5 | 1 | 13 | -8 | 2
O=C(NC1CCCC1)C(c1ccc(N2CCOCC2)cc1)N(Cc1ccco1)C(=O)c1ccco1 (configuration not stated) | -2.8 | -4 | -4 | -15 | 1 | 3 | 5 | 5 | -1
CC1Cc2nc(SCC(=O)Nc3ccc(F)cc3F)n(C)c(=O)c2S1 (configuration not stated) | 0.6 | 0 | 1 | 5 | -48 | -11 | -2 | -13 | -4
CCC/C(O)=C1\C(=O)CCCC1=NC(C)C(=O)O (configuration not stated) | -1.4 | 12 | -1 | 2 | 12 | 4 | -13 | 5 | 10
O=C(c1cnc2n(c1=O)CCS2)N(c1ccccc1)C1CCCCC1 | 0.5 | 5 | -3 | 5 | 2 | 2 | 0 | -7 | -1
C(=C\c1ccccc1)/CN1CCN(c2ncnc3c2oc2ccccc23)CC1 | 4.0 | 2 | · | -14 | -46 | -17 | 9 | -16 | -16
NC(=O)CSc1nnc(-c2ccc(S(=O)(=O)N3CCOCC3)cc2)n1Cc1ccccc1 | -1.2 | 10 | 3 | 6 | -3 | 8 | -12 | -6 | 1
CC(C)(C)n1nc2c(c1NC(=O)c1ccc(S(=O)(=O)N3CCCC3)cc1)CS(=O)C2 (configuration not stated) | -0.1 | 21 | -2 | -9 | 4 | 0 | 2 | 22 | 8
O/C(=C\Sc1nnc(Cc2ccccc2)o1)c1ccc(Br)cc1 | -2.5 | 6 | 0 | 7 | 2 | 9 | 22 | -6 | -1
Cc1ccc(CN2C(=O)CCC2C(=O)NCCCN2CCCCC2C)cc1 (configuration not stated) | -1.7 | 15 | 2 | 5 | 17 | 5 | 9 | 7 | 8
O=C(CN1CCN(C(=O)N2CCCCC2)CC1)Nc1ccc(F)cc1 | -4.6 | · | -1 | -22 | -26 | 5 | 1 | -1 | 0
NS(=O)(=O)c1ccc(-n2nncc2C23CC4CC(CC(C4)C2)C3)cc1 | 0.4 | 0 | 0 | 4 | 18 | 29 | 26 | 6 | 18
CCCCN(C(=O)c1ccc(Cl)cc1)C1CC2CCC(C1)N2C (configuration not stated) | 1.7 | 45 | -1 | -15 | -10 | 1 | -12 | -2 | -4
Cc1ccc2cc(CN(Cc3cccs3)Cc3nnnn3CC3CCCO3)c(=O)[nH]c2c1C (configuration not stated) | 3.0 | 2 | -1 | 0 | -24 | 0 | 38 | -17 | 11
Cc1cccc(OCCCCc2c(C)n[nH]c2C)c1 | -2.1 | 3 | -2 | -2 | -83 | -24 | 4 | -12 | -8
c1ccc(-c2nnc3n2N=C(c2ccc4c(c2)OCO4)CS3)nc1 | -1.0 | 4 | 2 | · | · | · | -13 | 7 | ·
CCOC(=O)c1[nH]c2ccc(OC)cc2c1N=CN(C)C | -4.0 | -7 | -2 | 1 | 1 | 1 | 5 | 2 | -2
CCN(CC)CCCn1c(=S)[nH]c2cc(Cl)ccc2c1=O | -5.7 | 6 | -3 | 5 | 12 | 6 | -7 | -8 | 12
CCCOc1cccc(CN2CCCCC2c2cccnc2)c1 (configuration not stated) | -0.7 | -11 | -6 | -8 | -2 | -3 | -14 | 16 | 5
O=c1[nH]c(NCCO)nc2c1C1(CCCCC1)Cc1ccccc1-2 | 0.7 | · | -4 | 4 | -59 | -12 | 15 | 1 | 2
COc1ccc(NC(=O)C2CCCCN2CC(=O)OCc2ccccc2)cc1OC (configuration not stated) | 0.8 | 28 | -2 | 10 | 7 | 7 | 16 | -9 | 4
COc1ccc(-c2noc(CCCC(=O)O)n2)cc1 | 4.2 | -1 | -2 | 13 | 10 | 4 | -4 | 12 | 3
Cn1cccc1Cc1nnc(SCC(=O)Nc2ccc3c(c2)OCCO3)n1-c1ccc(F)cc1 | 0.0 | · | -2 | 3 | -55 | 0 | 17 | -5 | -7
Cc1cc(NC(=O)CCCSc2nc(-c3ccco3)cc(C(F)(F)F)n2)no1 | 0.3 | -1 | -4 | 3 | 1 | 9 | 3 | 1 | 2
O=C(CN1C(=O)CSc2ccccc21)N1CCc2ccccc21 | -1.6 | · | 0 | · | · | · | 2 | -3 | ·
O=c1c2c3c(sc2nc2n1CCCCC2)CCCCC3 | 0.8 | 18 | -3 | 1 | -9 | 1 | 5 | -14 | 9
CC(C(=O)NC1CCCC1)N(C(=O)c1snc(C(N)=O)c1N)c1ccc2c(c1)OCCO2 (configuration not stated) | -0.3 | 2 | -2 | 4 | -7 | 22 | 26 | -13 | 1
Cc1ccc(S(=O)(=O)Nc2nc3ccc(S(=O)(=O)N4CCCC4)cc3s2)cc1 | -0.6 | 10 | -10 | 6 | -7 | 4 | 37 | -1 | -4
Cc1cc(C(=O)NC(C)c2ccncc2)cs1 (configuration not stated) | -1.3 | 4 | -13 | -34 | 1 | -6 | 23 | 4 | 3
CCc1nnc(NC(=O)CC(=O)Nc2ccccc2C(=O)O)s1 | -3.6 | 6 | 0 | -19 | -18 | 4 | -11 | 7 | -1
O=C(CSc1nnc(CNc2ccc(F)cc2)o1)N1CCCc2ccccc21 | 2.5 | 8 | 3 | -8 | 5 | 11 | -11 | 5 | -1
CCOC(=O)c1c(-c2ccccc2)oc2ccc(O)c(CN3CCOCC3)c12 | 3.1 | 12 | -1 | -16 | -18 | -5 | 36 | -6 | 7
O=[n+]1c2c(n([O-])c3c1CCC3)CCCC2 | -1.9 | -2 | -3 | 6 | -76 | -10 | 11 | -3 | -5
CN(C)C(=O)N1CCC(C(=O)NCc2ccccc2Cl)CC1 | -1.6 | 19 | -1 | 13 | 4 | 4 | 13 | -5 | 1
CC1CC(C)CN(C(=O)CSCC(=O)Nc2nc(-c3cccs3)cs2)C1 (configuration not stated) | 1.2 | 2 | -3 | -18 | -1 | -3 | 15 | -3 | 1
Cc1csc(SCC(=O)NC(=O)NCc2ccccc2)n1 | -4.2 | -2 | 2 | 4 | 4 | 10 | 6 | -4 | 4
O=C(CN1C2=NCCN2c2ccccc21)c1ccc(Br)cc1 | -0.6 | 9 | -1 | 1 | 10 | 8 | 11 | -3 | 6
COc1ccc(C2CC(c3cccc(OC)c3OC)n3nnnc3N2)cc1 (configuration not stated) | -0.9 | -8 | 0 | 2 | -11 | 0 | 5 | -9 | -11
C=CCc1c(C)nc(SCCC)[nH]c1=O | 1.5 | 6 | -3 | · | · | · | -23 | 2 | ·
Cc1nc(SCC(=O)NCc2ccccc2)c2c(=O)n(C)c(=O)n(C)c2n1 | 0.8 | · | -3 | 9 | 1 | -5 | 19 | -14 | 6
CCCn1c(SCC(=O)Nc2nnc(CC)s2)nc2c1c(=O)n(C)c(=O)n2C | -0.9 | -11 | -3 | -17 | 10 | 7 | 0 | -12 | 7
CCC(=O)N1CCc2cc(S(=O)(=O)NCCC(=O)N3CCc4ccccc4C3)ccc21 | 0.6 | 10 | -3 | 5 | -2 | 3 | 26 | -8 | -2
Cc1c(C(=O)Nc2ccc(N3CCOCC3)cc2)oc2ccccc12 | -4.0 | 11 | 2 | 5 | 15 | 6 | -17 | 0 | 8
CCN(CC)C(=O)CN1CCN(c2ncccn2)CC1 | 1.4 | 9 | -1 | 3 | -10 | -2 | 2 | -7 | -10
COc1cc(NC(=O)c2ccco2)c(OC)cc1NC(=O)CCC(=O)Nc1cccc(C)c1C | -0.4 | -17 | -1 | 2 | -5 | 5 | 22 | -3 | 1
COc1ccc(N(C)S(=O)(=O)c2cccc(C(=O)NC3=NCCS3)c2)cc1 | 0.3 | -3 | · | -9 | -5 | 0 | 0 | -8 | 7
Cc1cc(C(=O)Nc2nnc(C(F)(F)F)s2)no1 | 0.1 | -6 | -4 | 4 | 5 | 7 | 1 | -1 | 2
O=C(Cn1c(=O)n(CC2CCCO2)c(=O)c2ccccc21)N1CCN(c2ccccc2)CC1 (configuration not stated) | 0.3 | 14 | -5 | 15 | 6 | 2 | 3 | -6 | 9
S=C1SCN(Cc2ccccn2)CN1Cc1ccco1 | -0.9 | -2 | -4 | -9 | 1 | -1 | 31 | -13 | -2
CCCCC1CC1C(=O)Nc1ccc(OC)c(OC)c1 (configuration not stated) | 0.4 | 7 | -1 | · | · | · | -15 | 1 | ·
O=C1CC(c2ccccc2)CN1C(=O)c1ccccc1 (configuration not stated) | -2.0 | -5 | 1 | -14 | -79 | -12 | 1 | -5 | 0
COc1ccc(-c2nc3scc(-c4ccccc4)n3n2)cc1 | -2.6 | -2 | -4 | 10 | -36 | -4 | 9 | -1 | -17
O=C(COc1ccccc1Cl)NC(=O)NC1CCCC1 | -2.5 | 2 | 0 | 2 | 1 | 8 | 3 | -2 | -1
FC(F)Oc1cccc2cccnc12 | 1.5 | 7 | 1 | 8 | -3 | 2 | -2 | -5 | -2
O=C(CSc1nnc(CCc2nc3ccccc3[nH]2)n1-c1ccccc1)NCc1ccco1 | -0.7 | 25 | -4 | -16 | 2 | -1 | -26 | -7 | 12
NC(=O)CC12CC3CC(C1)CC(CC(N)=O)(C3)C2 | -2.2 | 12 | -2 | 6 | 14 | 7 | -8 | 3 | 8
COc1ccc(OCCSc2nnnn2C2CCCCC2)cc1 | -1.4 | -11 | -3 | -8 | 6 | 8 | 2 | 2 | 2
CCOC(=O)Cc1csc(NC(=O)CSc2nnc(-c3ccc(F)cc3)o2)n1 | -0.5 | 1 | 14 | 2 | -4 | 6 | 12 | -20 | -3
CC(C)CCNC(=O)NC(=O)CSc1nnc(-c2ccccc2F)n1N | -3.0 | 15 | -3 | -17 | -12 | 5 | 12 | -3 | -4
Carrying on:
SMILES | HTR1A agonist | CatL inh | Hsp90 block | FXIIa inh mix | C1s inh | FXIa mix inh | MKP-1 inh | Cdc25B inh | Cathepsin G inh
CCOC(=O)N1CC=C2C(C#N)=C(N)C(C#N)(C#N)[C@H](c3ccc(OC(C)C)c(OCC)c3)[C@H]2C1 | 2.1 | 0 | -5 | 4 | -7 | 3 | 32 | 4 | -8
O=C(COc1ccccc1)N1CCN(S(=O)(=O)Cc2ccccc2)CC1 | -4.8 | -5 | 1 | 3 | -40 | 1 | -2 | 9 | -4
O=C(O)COc1nsnc1N1CCOCC1 | 1.1 | 27 | -2 | 7 | -1 | -1 | -9 | -20 | 11
CC1(c2ccncc2)Nc2ccccc2-c2nc3ccccc3n21 (configuration not stated) | -2.8 | -13 | -7 | 0 | 7 | 4 | 1 | 5 | 12
COc1ccc(C2=NOC(CN3C(=O)c4ccccc4S3(=O)=O)C2)cc1 (configuration not stated) | 2.5 | 11 | -5 | 5 | -36 | -1 | 1 | 4 | 2
O=C1CC(C(=O)NC2CCCCC2)C(c2ccccc2)O1 (configuration not stated) | -4.7 | -1 | -2 | 11 | 3 | 4 | 8 | -1 | -3

Some of the entries so far, in markdown:
| compound | HTR1A agonist | CatL inh | Hsp90 block | FXIIa inh mix | C1s inh | FXIa mix inh | MKP-1 inh | Cdc25B inh | Cathepsin G inh |
| --- | --- | --- | --- | --- | --- | --- | --- | --- | --- |
| O=C(COc1ccccc1)N1CCN(S(=O)(=O)Cc2ccccc2)CC1 | -4.8 | -5 | 1 | 3 | -40 | 1 | -2 | 9 | -4 |
| O=C(O)COc1nsnc1N1CCOCC1 | 1.1 | 27 | -2 | 7 | -1 | -1 | -9 | -20 | 11 |
| CC1(c2ccncc2)Nc2ccccc2-c2nc3ccccc3n21 (configuration not stated) | -2.8 | -13 | -7 | 0 | 7 | 4 | 1 | 5 | 12 |
| COc1ccc(C2=NOC(CN3C(=O)c4ccccc4S3(=O)=O)C2)cc1 (configuration not stated) | 2.5 | 11 | -5 | 5 | -36 | -1 | 1 | 4 | 2 |
| O=C1CC(C(=O)NC2CCCCC2)C(c2ccccc2)O1 (configuration not stated) | -4.7 | -1 | -2 | 11 | 3 | 4 | 8 | -1 | -3 |
